High-throughput results as filed in PubChem.
AHR activator: AHR activators, primary screen, cell-based, luminescence, luciferase reporter, human; Aryl hydrocarbon receptor (Homo sapiens), P35869; AHR-responsive luciferase reporter cells; activation, % at 5 µM; 2.5% of 320,000 active; AID 2796, 2010; in the data active = activation above about 47%;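 note: 0% = vehicle wells and 100% = reference agonist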
GLD-1 TGE inh: GLD-1/TGE RNA complex disruptors, primary screen, biochemical, fluorescence polarization. purified GLD-1 + fluorescein TGE RNA. inhibition, % at 5.96 µM. Female germline-specific tumor suppressor gld-1 (Caenorhabditis elegans), Q17339. 0.44% of 320,000 active. AID 2280, 2010;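 active = percent inhibition above a per-plate cutoff, the plate mean of test compounds plus 3 SD, cut at about 30% in these data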;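 note: 0% = DMSO wells with GLD-1 and probe and 100% = wells lacking GLD-1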
MCL1-BIM inh: inhibitors of MCL1 binding to BIM-BH3, primary screen, biochemical, fluorescence polarization | inhibition, % at 10.9 µM | GST-MCL1 / FITC-Bim-BH3 fluorescence polarization | 0.68% of 320,000 active | Induced myeloid leukemia cell differentiation protein Mcl-1 (Homo sapiens), Q07820;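 active = inhibition above the mean inhibition of all tested compounds plus 3 SD, set per campaign, cut at about 40% in these data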;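 note: 0% = DMSO wells and 100% = unlabeled Bim-BH3 peptide control; higher means more loss of mP so more displacement of Bim peptide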
Target sequence (Q07820 whole entry, looked up): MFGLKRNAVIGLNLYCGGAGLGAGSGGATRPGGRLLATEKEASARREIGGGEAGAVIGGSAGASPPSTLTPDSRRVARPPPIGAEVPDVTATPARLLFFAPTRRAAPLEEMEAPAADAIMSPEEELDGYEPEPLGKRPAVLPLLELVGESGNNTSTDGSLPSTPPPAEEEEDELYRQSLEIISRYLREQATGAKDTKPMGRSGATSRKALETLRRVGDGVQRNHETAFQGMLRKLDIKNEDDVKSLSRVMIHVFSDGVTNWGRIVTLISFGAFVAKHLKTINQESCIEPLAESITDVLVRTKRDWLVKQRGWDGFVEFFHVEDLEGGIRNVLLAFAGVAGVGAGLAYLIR
Fam108B counter: mouse Fam108B serine hydrolase inhibitors, primary screen, counter-screen for RBBP9 inhibitor project, biochemical, fluorescence polarization | inhibition, % at 9.51 µM | 0.33% of 300,000 active | AID 1947, 2009 | recombinant Fam108B, FP-Rh probe fluorescence polarization;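 active = inhibition above the screen mean inhibition plus 3 SD, computed separately per campaign, cut at about 18% in these data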;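 note: inhibitors lower polarization as less probe binds the enzyme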
BCLXL inh: inhibitors of human Bcl-xL, primary screen, biochemical, fluorescence polarization, HTS; Bcl-2-like protein 1 (Homo sapiens), Q07817; GST-Bcl-xL / FITC-Bim BH3 peptide fluorescence polarization; inhibition, % at 10.9 µM; 0.7% of 320,000 active;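 active = inhibition above the mean of all tested compounds plus 3 SD, cutoff set per campaign, cut at about 30% in these data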;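 note: 0% = DMSO wells and 100% = unlabeled Bim-BH3 peptide competitor; inhibitors lower millipolarization by displacing the labeled peptide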
PME-1 primary: PME-1 inhibitors via competitive probe labeling, primary screen, biochemical, fluorescence polarization, FP-Rh probe, HTS; Protein phosphatase methylesterase 1 (Homo sapiens), Q9Y570; 0.53% of 320,000 active; AID 2130, 2009; recombinant PME-1; inhibition, % at 5.9 µM;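 active = inhibition above the campaign mean of all compounds plus 3 SD, cut at about 26% in these data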;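 note: competitive labeling of PME-1 active site by serine hydrolase directed probe; 0% = PME-1 with DMSO and 100% = wells lacking PME-1 enzyme; inhibitors block probe labeling so polarization falls and inhibition rises; many of its hits are not listed in these tables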
MEX-5 binding: MEX-5 zinc finger RNA-binding disruptors – biochemical, C. elegans, fluorescence polarization, MLPCN library, primary screen | Zinc finger protein mex-5 (Caenorhabditis elegans), Q9XUB2 | MEX-5/FITC-TCR2 RNA binding; active compounds read low | activity score (negative = inhibition of binding), % at 10 µM | 0.38% of 300,000 active;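 active = inhibition past about -25% in most replicates, and total fluorescence under double the plate's negative control median, limit read from the data; inconclusive = replicates evenly split on the limit, or fluorescence at least double controls; inactive = too little inhibition in most replicates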;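 note: 0% = DMSO and -100% = 5 µM competing unlabeled TCR2 RNA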
Target sequence (Q9XUB2 whole entry, looked up): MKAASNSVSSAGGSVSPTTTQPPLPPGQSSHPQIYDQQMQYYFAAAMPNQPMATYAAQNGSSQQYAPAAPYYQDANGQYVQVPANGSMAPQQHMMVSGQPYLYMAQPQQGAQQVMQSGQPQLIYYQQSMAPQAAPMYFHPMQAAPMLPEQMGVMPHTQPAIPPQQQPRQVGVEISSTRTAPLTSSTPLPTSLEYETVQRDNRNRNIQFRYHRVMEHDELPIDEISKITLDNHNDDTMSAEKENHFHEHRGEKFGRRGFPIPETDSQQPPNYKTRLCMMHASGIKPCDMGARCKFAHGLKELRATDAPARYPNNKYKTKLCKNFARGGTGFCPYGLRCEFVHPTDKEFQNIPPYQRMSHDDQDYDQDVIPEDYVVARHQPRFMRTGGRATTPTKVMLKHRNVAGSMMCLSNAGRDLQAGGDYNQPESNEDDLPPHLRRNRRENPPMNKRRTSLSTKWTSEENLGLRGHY
PAFAH1B2 FP inh: PAFAH1B2 enzyme inhibitors, primary screen, biochemical, fluorescence polarization, human; 1.2% of 340,000 active; recombinant PAFAH1B2, FP-rhodamine activity probe; inhibition, % at 3.39 µM; AID 492953, 2010;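 active = inhibition above the mean of all tested compounds plus 3 SD, cut at about 24% in these data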;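 note: 0% = enzyme with DMSO and 100% = wells lacking PAFAH1B2; many of its hits are not listed in these tables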
Target sequence (P68402 whole entry, looked up): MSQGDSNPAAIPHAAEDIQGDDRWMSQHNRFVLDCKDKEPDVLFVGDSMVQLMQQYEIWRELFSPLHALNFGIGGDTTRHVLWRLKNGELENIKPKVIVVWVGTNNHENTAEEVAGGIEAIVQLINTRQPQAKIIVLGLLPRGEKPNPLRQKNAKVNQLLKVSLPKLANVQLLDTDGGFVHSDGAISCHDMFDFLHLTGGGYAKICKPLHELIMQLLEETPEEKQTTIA
pPAFAH inh: pPAFAH enzyme inhibitors, primary screen, biochemical, fluorescence polarization, human; AID 463082, 2010; recombinant pPAFAH, FP-rhodamine probe fluorescence polarization; Platelet-activating factor acetylhydrolase (Homo sapiens), Q13093; 1.5% of 330,000 active; inhibition, % at 3.39 µM;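 active = inhibition above the mean inhibition across the screen plus 3 SD, cut at about 25% in these data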;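 note: inhibitors block binding of the rhodamine activity-based probe so polarization drops; 0% = enzyme with DMSO and 100% = wells lacking pPAFAH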
* marks the source's active call; other numbers are inactive results; u = inconclusive; x = no result given.

SMILES	AHR activator	GLD-1 TGE inh	MCL1-BIM inh	Fam108B counter	BCLXL inh	PME-1 primary	MEX-5 binding	PAFAH1B2 FP inh	pPAFAH inh
CC(C)C(CO)N1CCN(Cc2ccccc2)CCC1=O (stereo unspecified)	-3	0	-9	-4	-1	0	0.0	5	3
Cc1nn(CC(=O)N(CC(C)C)C2CCS(=O)(=O)C2)c(C)c1[N+](=O)[O-] (stereo unspecified)	0	-1	x	x	x	x	x	5	4
CCOC(=O)c1c(NC(=S)NC)sc2c1CC(C)(C)SC2	7	3	8	-1	2	1	-1.8	11	10
CCOC(=O)c1cc(S(=O)(=O)N2CCN(C(=O)OCC)CC2)cn1C	0	-1	-4	2	1	0	-0.9	-1	0
[O-][n+]1c2ccccc2cc2ccccc21	6	7	13	0	9	-8	-1.8	7	8
Cc1ccccc1-c1nsc(SCC(=O)NCc2ccc3c(c2)OCO3)n1	86*	-3	1	-3	-3	0	2.1	0	4
CCN(CC)C(=O)Oc1ccc2c(=O)c(-c3ccc(OC)cc3)c(C)oc2c1	-7	6	1	-1	4	2	1.2	-3	11
NC(=S)NN=C1C2CC3CC(C2)CC1C3	7	-4	3	-6	3	-3	-2.9	1	-3
COc1ccccc1NC(=O)CSC1=NC(=O)C(Cc2ccccc2)C(=O)N1 (stereo unspecified)	0	0	5	0	1	-2	3.6	3	-1
O=C(CN1CCN(Cc2ccccc2)CC1)N/N=C/c1cccs1	14	3	0	1	3	-2	2.6	4	-2
Cc1cc([N+](=O)[O-])nn1CCCC(=O)NC1CCCCC1	-2	0	3	-5	0	-6	2.1	2	2
Fc1ccc(COc2ccc(/C=N/n3cnnc3)cc2)cc1	-1	5	6	-3	5	5	-3.7	2	-1
O=C(Nc1nnc(-c2ccco2)s1)C1CC1	17	6	9	1	1	2	0.1	1	4
CC(=O)c1ccc(OCC(O)CN(C)CCOc2ccc(Br)cc2)cc1 (stereo unspecified)	-1	4	0	0	-3	-2	1.1	4	2
CCCC[C@H]1C2=C3[C@@H](CC(C(=O)OC)=C[C@@H](C(=O)OC)[C@H]3C(C)(C)C2=O)n2c(=O)n(-c3ccccc3)c(=O)n21	2	-3	4	1	2	0	3.8	-5	1
C[n+]1c(-c2ccccc2)sc([S-])c1-c1ccccc1	-1	1	8	0	4	-1	-0.3	x	1
O=C1/C(=C\c2ccco2)NC(=S)N1c1ccccc1	2	55*	50*	6	34*	1	-2.3	0	21
Cc1ccc2c(C)cc[n+](CCCS(=O)(=O)[O-])c2c1	-1	9	10	5	3	-6	0.2	1	1
Cc1cc(C)n2nc(C(=O)OCC(=O)Nc3cc(Cl)ccc3C)nc2n1	2	3	-4	x	-4	4	x	6	-6
CS(=O)(=O)Nc1ccc(C(=O)Nc2ccc(S(=O)(=O)N3CCCC3)cc2)cc1	0	-3	-1	-2	1	3	-0.8	4	-1
Cc1nn(CC(=O)NCC(C)c2ccccc2)c(=O)c2cc3occc3n12 (stereo unspecified)	0	-1	3	0	-1	-1	-3.3	3	1
Cc1ccc(N(CC(=O)N2CCc3ccccc32)S(=O)(=O)c2cccs2)cc1	11	-5	7	-5	4	-9	3.2	4	7
COc1ccccc1-c1cc(C(=O)N2CCN(c3ccccc3OC)CC2)no1	0	5	0	-1	3	1	-2.1	7	0
CCOc1ccc(Nc2ncnc3c2cnn3C)cc1	34	0	-3	2	5	-2	-0.4	4	2
CCOc1cc(NC(=S)Nc2cccc(OC)c2)c(OCC)cc1NC(=O)C1CC1	41	-2	8	-3	1	-1	-0.8	1	8
Cc1cn2c(-c3ccc(Cl)cc3)nnc2s1	6	-2	6	-2	4	8	4.3	1	6
N#CCn1c(CCl)nc2ccccc2c1=O	11	0	4	3	9	-2	3.9	7	-1
O=[N+]([O-])c1cccc(/C=N/Nc2cc(Cl)nc(-c3ccccc3)n2)c1	13	8	2	-6	4	0	3.1	-4	3
O=C(Nc1cccc(NC(=O)c2cccc([N+](=O)[O-])c2)n1)c1cccc([N+](=O)[O-])c1	-2	-4	-2	-6	5	-3	-0.2	-6	-1
Cc1ccc(NC(=O)c2nc[nH]c2C(=O)N2CCCCC2)c(C(=O)c2ccccc2)c1	4	-4	-3	-6	6	0	-1.4	-2	-1
COc1ccc(C2C(C(=O)N3CCOCC3)=C(C)NC3=C2C(=O)CC(C)(C)C3)c(OC)c1 (stereo unspecified)	-1	6	-4	-1	-6	-8	-0.8	6	-2
COc1cc(/C=N/NC(=O)c2ccncc2)ccc1OC(=O)c1cccc(F)c1	13	4	0	4	0	0	2.1	1	-4
CC(C)(C)n1ncc2c(=O)n(CC(=O)NCc3ccccc3Cl)cnc21	2	3	3	1	3	-7	0.5	1	5
Cc1cc(=O)oc2cc(OCC(=O)NC3CCCCC3)c(Cl)cc12	-6	-7	x	x	x	x	x	-2	4
Nc1nc(CN2CCN(Cc3ccccc3)CC2)nc(N2CCCc3ccccc32)n1	-1	0	8	3	3	5	-0.4	-4	5
COc1ccccc1CN1C(=O)C(=O)N(Cc2cccc(C)c2)C1=O	12	-1	4	5	6	1	1.1	3	2
CC(C)c1ccc2[nH]c(O)c(N=NC(=O)c3cccc(S(=O)(=O)Nc4cccc(Cl)c4)c3)c2c1	4	-1	-2	3	-5	9	1.8	2	5
CCOC(=O)C1(O)CC(C)=NN1C(=O)c1cccc(Br)c1 (stereo unspecified)	-1	2	-4	2	3	1	1.2	4	-3
Clc1ccccc1CSc1nnc(Cn2cnc3ccccc32)n1-c1ccccc1	0	-5	5	5	9	1	4.2	-2	-2
CCOC(=O)c1ccc(NC(=O)CSc2nnc(NC(=O)c3ccc(S(=O)(=O)N4CCOCC4)cc3)s2)cc1	-1	8	-1	5	4	6	1.9	0	2

Just GLD-1 TGE inh and MCL1-BIM inh, for some of the entries so far:
structure	GLD-1 TGE inh	MCL1-BIM inh
COc1ccc(C2C(C(=O)N3CCOCC3)=C(C)NC3=C2C(=O)CC(C)(C)C3)c(OC)c1 (stereo unspecified)	6	-4
COc1cc(/C=N/NC(=O)c2ccncc2)ccc1OC(=O)c1cccc(F)c1	4	0
CC(C)(C)n1ncc2c(=O)n(CC(=O)NCc3ccccc3Cl)cnc21	3	3
Cc1cc(=O)oc2cc(OCC(=O)NC3CCCCC3)c(Cl)cc12	-7	x

The listing picks up with the two entries that preceded the break.
SMILES	AHR activator	GLD-1 TGE inh	MCL1-BIM inh	Fam108B counter	BCLXL inh	PME-1 primary	MEX-5 binding	PAFAH1B2 FP inh	pPAFAH inh
Clc1ccccc1CSc1nnc(Cn2cnc3ccccc32)n1-c1ccccc1	0	-5	5	5	9	1	4.2	-2	-2
CCOC(=O)c1ccc(NC(=O)CSc2nnc(NC(=O)c3ccc(S(=O)(=O)N4CCOCC4)cc3)s2)cc1	-1	8	-1	5	4	6	1.9	0	2
Fc1ccc(Oc2cnns2)cc1	-1	1	6	1	5	-4	1.4	3	0
COc1ccc(N(CC(=O)Nc2cc(C)on2)S(=O)(=O)c2ccc(Cl)cc2)cc1	-2	-1	4	6	2	-2	0.2	1	1
CC1(C)CC(=O)c2sc(N3CCCCC3)nc2C1	4	-2	2	-6	5	-7	-1.4	0	-8
Cc1cc(=O)[nH]c(SCC(=O)Nc2ccccc2C#N)c1C#N	3	-11	2	-2	9	8	-0.9	3	-1
CCc1nonc1NC(=O)c1oc2cc(C)c(C)cc2c1C	-3	-1	1	-5	5	6	-1.9	-2	1
CN(C)CCCNC(=O)C(=O)NCC1CCCO1 (stereo unspecified)	0	-3	0	-3	0	1	2.1	1	6
O=S(=O)(N1CCOCC1)N1CCOCC1	-1	5	3	2	7	4	-2.2	4	2
O=C(O)/C=C/c1ccc(S(=O)(=O)Nc2ccccc2C(=O)Nc2ccc(F)cc2)cc1	2	-2	8	-1	18	-4	0.1	3	0
CC(C)(C)NC(=O)C(c1ccc(O)cc1)N(C(=O)CCC(=O)Nc1ccccn1)c1ccc(F)cc1 (stereo unspecified)	-1	-6	1	-2	1	1	-0.5	-3	0
CCCCOc1cc(=O)[nH]c(=O)[nH]1	2	-2	-3	-2	0	3	1.2	4	-6
O=C(NCc1ccco1)c1ccc(Cl)c(S(=O)(=O)N2CCOCC2)c1	-1	-2	-4	0	1	0	-0.2	-1	2
Cc1ccc2nc(/C(C#N)=C\c3ccc(N4CCOCC4)o3)[nH]c2c1	43	-95	-142	-91	-58	-61	u	-46	11
CC1CCN(C(=O)CSc2nc3c(c(=O)n2C)SC(C)C3)CC1 (stereo unspecified)	-4	8	8	3	1	4	2.8	4	1
COc1ccc(/C=N/N=C2/NC(=O)C(CC(=O)O)S2)cc1OS(=O)(=O)c1ccccc1 (stereo unspecified)	0	-4	5	0	4	-6	0.6	4	1
CCOC(=O)N1CCN(C(=O)CCS(=O)(=O)c2ccc(Br)s2)CC1	4	0	0	0	1	4	-1.7	11	-5
Cc1ccc(C(=O)NCCCNc2ccc(C(F)(F)F)cc2[N+](=O)[O-])cc1	7	-24	-18	4	-5	9	1.2	14	8
CCN(CC)S(=O)(=O)c1ccc2oc(Nc3ccccc3)nc2c1	33	3	13	0	6	0	-2.4	7	16
O=C(N/N=C/c1cccs1)c1cccc(NC(=O)c2ccc(Cl)cc2)c1	1	9	7	-14	-1	-9	-0.9	x	-1
CC1Cc2ccccc2N1S(=O)(=O)c1c(N)n(C)c(=O)n(C)c1=O (stereo unspecified)	1	5	8	2	4	-7	-1.3	5	0
CCCc1nc(SCC(=O)O)c2sc(=S)n(-c3ccccc3)c2n1	2	6	4	2	3	-1	-0.1	4	6

7 entries already listed, sorted by number of heavy atoms, low to high.
SMILES	AHR activator	GLD-1 TGE inh	MCL1-BIM inh	Fam108B counter	BCLXL inh	PME-1 primary	MEX-5 binding	PAFAH1B2 FP inh	pPAFAH inh
CCCCOc1cc(=O)[nH]c(=O)[nH]1	2	-2	-3	-2	0	3	1.2	4	-6
O=S(=O)(N1CCOCC1)N1CCOCC1	-1	5	3	2	7	4	-2.2	4	2
CC1Cc2ccccc2N1S(=O)(=O)c1c(N)n(C)c(=O)n(C)c1=O (stereo unspecified)	1	5	8	2	4	-7	-1.3	5	0
Cc1ccc2nc(/C(C#N)=C\c3ccc(N4CCOCC4)o3)[nH]c2c1	43	-95	-142	-91	-58	-61	u	-46	11
Cc1ccc(C(=O)NCCCNc2ccc(C(F)(F)F)cc2[N+](=O)[O-])cc1	7	-24	-18	4	-5	9	1.2	14	8
O=C(O)/C=C/c1ccc(S(=O)(=O)Nc2ccccc2C(=O)Nc2ccc(F)cc2)cc1	2	-2	8	-1	18	-4	0.1	3	0
CC(C)(C)NC(=O)C(c1ccc(O)cc1)N(C(=O)CCC(=O)Nc1ccccn1)c1ccc(F)cc1 (stereo unspecified)	-1	-6	1	-2	1	1	-0.5	-3	0

Only part of the results is shown (hit frequency here may not be typical).
